# High-throughput results (PubChem BioAssay)
# EPAC1 agonist: qHTS for Agonist of cAMP-regulated guanine nucleotide exchange factor 3 (EPAC1): primary screen; Rap guanine nucleotide exchange factor 3 (Homo sapiens), O95398; EPAC1 agonist qHTS, biochemical assay; response scale: 100% = response to 6.5 mM cAMP; Potency, µM (highest dose often 154 µM), for inactives: top-dose activation, hits mostly activators; 360,000 tested, 0.073% active; AID 720707, 2013; note: potency is the fitted concentration of half-maximal effect; nearly all actives have a fitted effect of over 60% in size
#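 Compounds were pinned as a concentration titration into mixtures of EPAC1 (100 nM), BODIPY-GDP-loaded Rap1B (250 nM) and GDP (50 uM). After 5 min at room temperature, fluorescence was followed for 30 min; activity was scaled to 6.5 mM cAMP.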
# WRN inhibitor: qHTS for Inhibitors of WRN Helicase; Bifunctional 3'-5' exonuclease/ATP-dependent helicase WRN (Homo sapiens), Q14191; WRN helicase unwinding, fluorescent forked duplex, kinetic; Potency, µM (titrated, usually from 114 µM), for the others: top-dose activity change, negative = inhibition, most hits filed as inhibitors; 360,000 tested, 0.46% active; AID 651768, 2012; note: potency is the fitted concentration of half-maximal effect; % is set by controls: 0 for no effect and ±100 for the full control effect; nearly all actives have a fitted effect of over 55% in size
#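 Fluorescence dequenching readout, ex 525 nm/em 598 nm, kinetic mode: forked duplex DNA (100 nM final) with adjacent fluorophore and quencher unwound by WRN (20 nM final) with 2 mM ATP. Compound preincubation 15 min, room temperature.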
# Mm-Cpn inhibitor: Inhibitors of TCP-1 ring complex (TRiC) of Methanococcus maripaludis (MmCpn): qHTS; purified Mm-Cpn ATPase, ADP Transcreener TR-FRET; Potency, µM (doses to about 76.9 µM), inactives show at the top dose activity, negative = inhibition, usual class: inhibitors; 330,000 tested, 0.031% active; AID 504842, 2011; note: potency is the fitted concentration of half-maximal effect; % is set by controls: 0 for no effect and ±100 for the full control effect; nearly all actives have a fitted effect of over 80% in size
#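 Quantitative HTS used 25 nM Mm-CPN and 10 uM ATP in magnesium/KCl Tris buffer, pH 7.4, with 1 mM DTT. Hydrolysis ran 30 min at 37°C; ADP was read by HTRF.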
# CCT chaperon mod: High-Throughput Screening for Modulators of Cytosolic Chaperonin Activity. purified chaperonin ATPase assay, HTRF ADP detection, 30 min. activity change, % (concentration not given with the values), hits read low. 360,000 tested, 0.3% active. AID 651819, 2012; in the data active = activity change below about -30%; note: % is set by controls: 0 for no effect and ±100 for the full control effect
#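 First, chaperonin was dispensed at 40 nM or 20 nM final depending on batch activity. Next, compounds were pinned at 76 uM and ATP added at 10 uM. After 30 min at 37 °C, ADP detection reagents ran 30 min at ambient temperature.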
# EPAC1 antagonist: qHTS for Antagonist of cAMP-regulated guanine nucleotide exchange factor 3 (EPAC1): primary screen | AID 720709, 2013 | 360,000 tested, 0.14% active | EPAC1 GEF assay, Rap1b-BODIPY-GDP exchange fluorescence | Potency, µM (highest dose often 115 µM), inactives show at the top dose activity change, negative = inhibition, usual class: inhibitors;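 note: potency is the fitted concentration of half-maximal effect; plate controls were vehicle for no effect and positive control for full effect; nearly all actives have a fitted effect of over 50% in size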
# PLK1 PBD inh: qHTS for Inhibitors of PLK1-PDB (polo-like kinase 1 - polo-box domain): Primary Screen. Plk1 PBD binding of FITC phosphopeptide, fluorescence polarization. Potency, µM, for inactives: max response, negative = inhibition, actives largely listed as inhibitors. 360,000 tested, 2.8% active. AID 720504, 2013; note: potency is the fitted concentration of half-maximal effect; series mostly up to about 57 µM; % is set by controls: 0 for no effect and ±100 for the full control effect; nearly all actives have a fitted effect of over 65% in size
# EPAC2 antagonist: qHTS for Antagonist of cAMP-regulated guanine nucleotide exchange factor 2 (EPAC2): primary screen | Rap guanine nucleotide exchange factor 4 (Homo sapiens), Q8WZA2 | EPAC2 GEF exchange of Rap1B-BODIPY-GDP, fluorescence | Potency, µM (top dose mostly 114 µM), inactives show top-dose activity, negative = inhibition, usual class: inhibitors | 360,000 tested, 0.18% active; note: potency is the fitted concentration of half-maximal effect; % is set by controls: 0 for no effect and ±100 for the full control effect; nearly all actives have a fitted effect of over 45% in size; many of its hits are not listed in these tables
# Target sequence (Q8WZA2 whole entry, looked up): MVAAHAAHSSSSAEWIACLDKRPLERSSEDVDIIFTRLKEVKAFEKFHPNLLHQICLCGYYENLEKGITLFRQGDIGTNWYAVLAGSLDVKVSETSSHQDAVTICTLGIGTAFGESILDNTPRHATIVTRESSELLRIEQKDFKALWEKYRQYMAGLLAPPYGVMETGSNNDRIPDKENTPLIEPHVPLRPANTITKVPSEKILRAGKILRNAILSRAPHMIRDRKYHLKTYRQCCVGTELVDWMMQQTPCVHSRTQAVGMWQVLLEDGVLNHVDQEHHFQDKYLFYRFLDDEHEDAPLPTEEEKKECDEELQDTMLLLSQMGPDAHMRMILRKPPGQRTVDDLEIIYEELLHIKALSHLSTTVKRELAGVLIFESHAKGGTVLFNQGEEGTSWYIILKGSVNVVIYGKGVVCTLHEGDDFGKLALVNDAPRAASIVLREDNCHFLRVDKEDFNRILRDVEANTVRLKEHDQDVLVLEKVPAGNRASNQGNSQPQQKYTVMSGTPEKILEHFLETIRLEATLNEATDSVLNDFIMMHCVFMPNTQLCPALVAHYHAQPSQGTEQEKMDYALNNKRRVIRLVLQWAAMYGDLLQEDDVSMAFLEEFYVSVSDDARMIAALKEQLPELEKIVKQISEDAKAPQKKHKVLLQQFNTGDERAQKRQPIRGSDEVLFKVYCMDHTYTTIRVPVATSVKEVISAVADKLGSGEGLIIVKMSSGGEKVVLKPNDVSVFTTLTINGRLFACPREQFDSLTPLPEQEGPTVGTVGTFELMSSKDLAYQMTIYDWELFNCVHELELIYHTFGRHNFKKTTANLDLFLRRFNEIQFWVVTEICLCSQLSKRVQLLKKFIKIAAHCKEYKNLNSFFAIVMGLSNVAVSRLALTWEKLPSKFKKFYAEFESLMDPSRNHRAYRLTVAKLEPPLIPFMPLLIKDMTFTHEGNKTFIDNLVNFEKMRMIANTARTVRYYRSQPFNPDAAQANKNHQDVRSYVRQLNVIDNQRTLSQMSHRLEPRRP
# PI5P4Ka inh: qHTS for Inhibitors of phosphatidylinositol 5-phosphate 4-kinase (PI5P4K); Phosphatidylinositol 5-phosphate 4-kinase type-2 alpha (Homo sapiens), P48426; PI5P4Kalpha enzyme, ADP-Glo luminescence, 60 min; hits give low values; max response, %; 330,000 tested, 1.2% active; AID 652105, 2013; active = max response of -50% or lower; inconclusive = between -30% and -50%; inactive = -30% or higher; note: value at the top dose of about 77 µM; % is set by controls: 0 for no effect and ±100 for the full control effect
#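 Compounds were pin-transferred onto PI5P4Kalpha and substrate in HEPES pH 7.4 buffer with EGTA, CHAPS and 5% DMSO. ATP (5 microM final) started the reaction, which ran 60 minutes at room temperature before ADP-Glo detection.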
# Active calls of the source: *; ? = inconclusive; . = not tested or not shown; & = joins results of further samples; [ ] = another dose, or the depositor's remark. Unless noted, calls come from the whole dose curve; as a rule, active = well fitted curve in the direction sought with a large enough effect; inconclusive = small, poorly fitted or top-dose-only effect, or another doubt; inactive = no such curve, though single readings can be large; an effect the other way counts as inactive or inconclusive.
# Every second line gives: EPAC1 agonist	WRN inhibitor	Mm-Cpn inhibitor	CCT chaperon mod	EPAC1 antagonist	PLK1 PBD inh	EPAC2 antagonist	PI5P4Ka inh
CCc1ccc(OCC(=O)Nc2ccc(S(=O)(=O)N3CCCC3)cc2)c(Br)c1
→ 14%	-7%	-1%	0.3	-11%	2%	-5%	.
O=C(CN(Cc1ccc(F)cc1)C(=O)CCC(=O)Nc1ccccn1)NCCc1ccccc1
→ 0%	7%	1%	-1.5	4%	-5%	0%	1
CCN(CC)CCOc1ccccc1C(C)=O
→ -4%	-2%	-7%	0.6	-16%	-12%	-10%	-3
COc1cc(/C=N/n2c(-c3ccccc3)n[nH]c2=S)cc(OC)c1O
→ -1%	-10%	-2%	-0.4	-9%	-5%	3%	-22
CC(=O)Nc1ccc(NC(=O)CSc2nnc(-c3ccccc3)n2Cc2ccc3c(c2)OCO3)cc1
→ 10%	-10%	-2%	-10	-1%	-7%	-8%	.
O=C(Nc1nccs1)c1cccc(S(=O)(=O)N2CCCCC2)c1
→ 7%	-12%	1%	-0.2	-15%	-8%	-5%	.
C[C@H](NC(=O)c1ccccc1Cl)C(=O)NCCc1ccc(S(N)(=O)=O)cc1
→ 2%	-23%	2%	-0.8	-10%	-7%	2%	2
O=C1[C@H]2[C@@H](c3ccc(F)cc3)N3C(=O)N(c4ccc(Br)cc4)C(=O)[C@@]3(Cc3ccc(Cl)cc3)[C@H]2C(=O)N1C1CCCCC1
→ 8%	3%	-2%	-3.0	1%	55%[activator]	-18%	-5
Cc1cc(C)nc(NC(=O)/C=C/c2ccc(Cl)cc2)n1
→ -1%	16%	0%	-0.3	10%	-4%	3%	1
CCN1C(=NCCc2c[nH]c3ccccc23)N[C@@H](c2ccccc2)[C@H](C(=O)OC)[C@H]1C
→ -6%	-6%	-5%&3%	-1.9	-11%	-15%	-11%	4
CCOc1ccccc1NC(=O)CCCN1C(=S)NC(C)(C)CC1C (stereo not given)
→ 0%	-2%	1%	-2.1	-14%	-4%	1%	7
CCOc1ccc(S(=O)(=O)NCCC(=O)NCCc2ccc(OCC)c(OCC)c2)cc1
→ -1%	5%	1%	0.2	8%	-4%	1%	7
Cc1cccc(CC(=O)N2CCN=C2SCc2ccc([N+](=O)[O-])cc2)c1
→ 5%	-10%	-7%	1.2	8%	-1%	-1%	17
COCCNC(=O)Cn1cc(C(=S)N2CCCCC2)c2ccccc21
→ 5%	-5%[57.1 µM]	0%	-2.6	-19%	-16%	-9%	4
Cc1ccc(S(=O)(=O)N(C)CC(=O)N2CCN(c3ccccn3)CC2)cc1
→ 8%	12%	1%	-2.1	8%	-7%	4%	-1
Cc1csc(SCC(=O)Nc2ccc(F)cc2Cl)n1
→ 1%	-32%	0%	-0.6	-25%	-9%	-20%	4
CC1S/C(=N\N=C\c2cccc([N+](=O)[O-])c2)N(C(C)(C)C)C1=O (stereo not given)
→ -2%	-11%	2%	1.4	-3%	3%	-6%	11
C#CCOCCOCCOCCNc1nc(N2CCN(C(=O)[C@H]([C@@H](C)CC)n3cc(CCCCN)nn3)CC2)nc(N2CCN(C(=O)[C@H](C)n3cc(CCCN=C(N)N)nn3)CC2)n1
→ -29%	3%	3%	-4.2	8%	2%	17%	13
Cn1c(COc2ccccc2)nnc1SCC(=O)Nc1ccc(S(N)(=O)=O)cc1
→ 4%	-2%	5%	-2.4	6%	-2%	-2%	.
CCOC(=O)C1(Cc2cccc(F)c2)CCN(C(=O)Cn2cnnn2)CC1
→ -4%	5%	-2%	0.7	-1%	3%	4%	-2
O=C(Cc1ccc(F)cc1)NCCS(=O)(=O)N1CCN(c2ccccc2)CC1
→ -12%	-3%	0%	2.2	-5%	-6%	17%	4
Cc1ccc(CSc2nccc(-c3c(C)nc4ccccn34)n2)cc1
→ -4%	4%	-6%	1.0	17%	-2%	-14%	-1
CCN(CC)C(=O)C[n+]1cccc(C(N)=O)c1
→ 7%	-27%[57.1 µM]	0%	2.5	-4%	-4%	0%	-5
CC(=O)N1c2c(cc(Br)cc2S(=O)(=O)N2CCCCC2)CC1C (stereo not given)
→ -10%	8%	-2%	0.6	20%	-5%	2%	0
C=CCn1c(C(C)NC(=O)CC)nc2ccccc21 (stereo not given)
→ 10%	-6%	1%	-4.1	-7%	-6%	4%	.
CCCCc1cn(C[C@H]2CC[C@@H]([C@@H]3CC[C@H](Cn4cc(CCCC)nn4)O3)O2)nn1
→ 2%	2%	1%	-4.4	-25%	-1%	1%	0
O=c1n(CC2CO2)c(=O)n(CC2CO2)c(=O)n1CC1CO1 (stereo not given)
→ 2%	2%	.	0.3	1%	0%	12%	0
COc1ccc(C2c3ccc(O)cc3Oc3ncn(CCCO)c(=N)c32)cc1 (stereo not given)
→ 6%	-4%	2%	0.0	-4%	-15%	-2%	-3
CCc1cccc(NC(=O)CCC(=O)N2CCSc3ccccc32)c1
→ -7%	-3%	-1%	-0.2	-10%	2%	-13%	3
Cc1nn(Cc2noc(C(=O)NCc3ccc4c(c3)OCO4)n2)c(C)c1Br
→ -7%	-6%	1%	-3.1	-11%	?	-16%	-3
O=C(c1ccccn1)N(Cc1ccco1)C1(C(=O)NC2CCCCC2)CCCCC1
→ 4%	-6%	3%	-2.8	-3%	-1%	0%	.
O=c1[nH]nc(Cc2ccccn2)c2ccccc12
→ -3%	5%	1%	-2.4	6%	0%	11%	.
NC(=O)CSc1nnc(Cc2csc(Nc3ccccc3)n2)n1Cc1ccccc1
→ 4%	5%	2%	-69*	11%	-5%	2%	.
CC(=O)Oc1cc2oc(=O)cc(C)c2cc1Cl
→ 3%	-2%	-6%	1.5	11%	?	-1%	-6
CC(Sc1n[nH]c(-c2ccccc2F)n1)C(=O)Nc1ccc(S(N)(=O)=O)cc1 (stereo not given)
→ -2%	1%	-5%	0.7	0%	2%	0%	-4
O=C(Nc1cc(Cl)ccc1C(=O)O)c1ccc(CN2C(=O)c3ccccc3C2=O)cc1
→ -9%	-20%	.	-0.5	-19%	?	-24%	-18
S=C(NCCc1ccccc1)NC1CC2CCC(C1)N2Cc1ccccc1 (stereo not given)
→ 7%	-25%	-3%	-4.9	-4%	-15%	4%	1
COc1ccc(NC(=S)NNC(=O)C(C)n2nc(C)c([N+](=O)[O-])c2C)cc1 (stereo not given)
→ 14%	2%	0%	-4.4	0%	-29%	-3%	.
Cc1nc2ccc(N3C(=O)CCC3=O)cc2[nH]1
→ 3%	-4%	-1%	-2.2	10%	-7%	2%[57.1 µM]	1
Cc1cccc(C)c1NC(=O)Nc1ccc2c(c1)OCO2
→ 5%	-1%	-4%	0.4	15%	-8%	1%	9

# A stretch from the list above:
# Every second line gives: EPAC1 agonist	WRN inhibitor	Mm-Cpn inhibitor	CCT chaperon mod	EPAC1 antagonist	PLK1 PBD inh	EPAC2 antagonist	PI5P4Ka inh
O=C(c1ccccn1)N(Cc1ccco1)C1(C(=O)NC2CCCCC2)CCCCC1
→ 4%	-6%	3%	-2.8	-3%	-1%	0%	.
O=c1[nH]nc(Cc2ccccn2)c2ccccc12
→ -3%	5%	1%	-2.4	6%	0%	11%	.

# (cont.)
# Every second line gives: EPAC1 agonist	WRN inhibitor	Mm-Cpn inhibitor	CCT chaperon mod	EPAC1 antagonist	PLK1 PBD inh	EPAC2 antagonist	PI5P4Ka inh
Nc1ccc(OCc2ccccc2)cc1[N+](=O)[O-]
→ 8%	0%	.	0.6	1%	-1%	-24%	4
CC/C(=C\C(=O)c1cccnc1)Nc1ccc(C)c(C)c1
→ -5%	-5%	0%	-2.9	0%	-8%	-4%	6
O=C(NCc1ccccc1F)C1CCCN1S(=O)(=O)c1ccc(F)cc1 (stereo not given)
→ 4%	-26%	2%	-2.7	-12%	-9%	-16%	2
COC(=O)c1c(NC(=O)CN2CCN(c3ccccc3OC)CC2)c2cc(C)ccc2n1C
→ 5%	0%	-14%	1.0	-3%	-3%	-6%	1
CCOc1ccc(CCNC(=O)CCC(=O)N2CCOc3ccc(C)cc32)cc1OCC
→ -6%	0%	0%	-0.8	12%	-11%	-4%	8
CC(=O)Nc1ccc(S(=O)(=O)NC(C)C(=O)NCC(c2ccco2)N2CCCCC2)cc1 (stereo not given)
→ 8%	3%	0%	1.2	-9%	0%	-1%	2
CCOC(=O)c1sc(NC(=O)c2ccc(S(=O)(=O)N(C)C)cc2)cc1C
→ 7%	-5%	-5%	2.5	-7%	2%	-6%	-5
Cc1ccc2sc(N(CCN(C)C)C(=O)/C=C/c3cccs3)nc2c1C
→ 7%	-3%	3%	0.2	-16%	-7%	-7%	2
Cc1ccc(-c2nc3ccccc3s2)cc1NC(=S)NC(=O)c1ccccc1
→ -1%	5%	-5%	-17	18%	-4%	4%	6
Cc1ccc(OCCOC(=O)Nc2ccccc2)cc1
→ -15%	3%	2%	-2.3	7%	-18%	7%	0
CCCCn1c(N)c(N(CC(C)C)C(=O)C2CC(=O)N(Cc3ccccc3)C2)c(=O)[nH]c1=O (stereo not given)
→ -8%	-21%	-1%	-1.4	-18%	-4%	14%	-2
CN(C(=O)Cn1nnc2ccccc2c1=O)C1CCCCC1
→ -2%	-9%	0%	-1.6	25%	-12%	-14%	13
Cc1cc(C)n(-c2nc3ccccc3nc2N2CCN(S(=O)(=O)c3cccc(C#N)c3)CC2)n1
→ 15%	2%[57.1 µM]	-20%	-2.5	-6%	-17%	-20%	-4
CC1=N/C(=C/c2cc(Br)cc(Br)c2O)C(=O)O1
→ 3%	4%	-14%	-2.8	-10%	-9%	-12%	0
CCOC(=O)c1c(-c2ccc(OC)cc2)csc1NC(=O)CSc1ccccc1
→ 12%	-18%	-6%	-0.9	-6%	-29%	-1%	-2
Cc1ccccc1/C=C1\Sc2ccc(C(=O)N3CCN(c4ccccn4)CC3)cc2N(C)C1=O
→ 6%	3%	0%	1.6	3%	-1%	-3%	-1
CCOC(=O)c1cn[nH]c1NC(=S)Nc1ccc(OC)cc1
→ 2%	-6%	2%	1.3	6%	5%	3%	-8
C/C(=N/NC(=O)c1cccs1)c1ccc(N2CCOCC2)cc1
→ 8%	-1%	0%	-3.8	6%	-13%	11%	-4

# Only part of the results is shown; count on the stated rates, not on these rows.
